BaF3 tox: parental Ba/F3 viability inhibition as JAK2V617F counter-screen; CellTiter-Glo ATP luminescence; inhibition, % at 5.6 µM; 1.1% of 220,000 active;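 active = inhibition above a per-campaign cutoff, the mean inhibition of all tested compounds plus 3 SD, cut at about 27% in these data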;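 note: 0% = DMSO wells and 100% = JAK Inhibitor I control wells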
PERK inh: inhibitors of human PERK kinase. inhibition, % at 5.6 µM. AID 1416. Q9NZJ5. CHO PERK-DD fusion, SEAP luminescence translation reporter. 0.17% of 220,000 active;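 active = inhibition above the mean inhibition of all tested compounds plus 3 SD, set separately per screening campaign, cut at about 2.9% in these data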;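 note: PERK kinase domain activated by AP20187 dimerizer at 100 nM; 0% = DMSO with dimerizer and 100% = rapamycin at 8.4 µM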
Ba/F3 V617F tox: lowers viability of Ba/F3 cells expressing EpoR and JAK2V617F. inhibition, % at 5.6 µM. AID 1446. ATP luminescence. 1.1% of 220,000 active;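 active = inhibition above the campaign mean plus 3 SD over all tested compounds, cut at about 24% in these data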;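 note: cytokine-independent growth of Ba/F3 cells driven by EpoR plus mutant JAK2; 0% = DMSO-treated cells and 100% = JAK inhibitor I control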
TRPML3 ag: agonists of human TRPML3 channel; Q8TDD5; HEK293 TRPML3-YFP, Fluo-8 calcium fluorescence; 100% = the carbachol control signal; activation, % at 3 µM; 0.29% of 220,000 active; AID 1448;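 active = activation above its plate's cutoff, the mean activation of the plate's test wells plus 3 SD, cut at about 12% in these data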;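 note: 0% = DMSO only wells and 100% = carbachol wells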
Target sequence (Q8TDD5 whole entry, looked up): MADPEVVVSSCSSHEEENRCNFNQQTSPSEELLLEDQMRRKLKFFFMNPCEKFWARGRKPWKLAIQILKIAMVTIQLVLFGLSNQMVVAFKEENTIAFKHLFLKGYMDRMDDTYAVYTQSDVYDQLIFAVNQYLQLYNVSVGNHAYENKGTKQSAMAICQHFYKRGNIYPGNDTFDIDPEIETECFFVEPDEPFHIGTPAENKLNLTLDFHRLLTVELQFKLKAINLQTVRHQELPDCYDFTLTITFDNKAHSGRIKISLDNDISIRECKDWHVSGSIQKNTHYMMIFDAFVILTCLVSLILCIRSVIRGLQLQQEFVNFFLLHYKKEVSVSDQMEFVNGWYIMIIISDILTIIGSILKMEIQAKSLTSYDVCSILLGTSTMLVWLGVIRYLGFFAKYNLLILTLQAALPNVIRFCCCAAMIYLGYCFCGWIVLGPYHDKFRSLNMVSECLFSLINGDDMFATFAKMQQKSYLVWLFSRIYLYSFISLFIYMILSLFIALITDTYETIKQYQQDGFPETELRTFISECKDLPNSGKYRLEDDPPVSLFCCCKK
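Test system – HEK293 line with stable expression of human TRPML3-YFP channel · Control set – carbachol 87 µM final as high control (100%), DMSO as low control (0%) · Signal – Fluo-8 calcium dye fluorescence, ex 470-495, em 515-575 nm · Incubation – 1-h 37 °C dye load, 5-s basal, 120-s post-compound reads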
S1P4 antag: antagonists of human S1P4 receptor | O95977 | 0.26% of 220,000 active | S1P4-expressing cells, antagonist mode, reporter read-out | inhibition, % at 4.98 µM | AID 1510; in the data active = inhibition above about 29%;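 note: 0% = wells stimulated with agonist and 100% = vehicle wells without agonist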
Target sequence (O95977 whole entry, looked up): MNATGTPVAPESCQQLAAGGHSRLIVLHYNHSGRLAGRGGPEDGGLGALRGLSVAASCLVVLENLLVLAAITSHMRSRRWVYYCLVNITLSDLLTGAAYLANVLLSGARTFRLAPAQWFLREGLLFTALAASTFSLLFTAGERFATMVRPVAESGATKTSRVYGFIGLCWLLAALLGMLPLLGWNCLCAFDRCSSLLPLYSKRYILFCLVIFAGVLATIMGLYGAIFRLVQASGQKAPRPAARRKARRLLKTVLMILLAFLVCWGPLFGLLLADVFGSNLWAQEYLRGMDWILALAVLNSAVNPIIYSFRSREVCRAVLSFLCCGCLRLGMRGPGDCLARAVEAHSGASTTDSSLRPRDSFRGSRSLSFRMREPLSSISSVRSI
EP2 mod: modulates human prostaglandin E2 receptor EP2 signaling; P43116; EP2-expressing cells, cAMP HTRF FRET, PGE2 co-stimulation; induction, % at 25 µM; 0.83% of 260,000 active; AID 940;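 active = compounds whose cAMP rise, as percent of the full-agonist control response, exceeds 60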;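 note: rat C6 glioma line stably carrying human EP2 under a CMV promoter; the protocol text gives 20 µM as final concentration; 100% = response of wells given 1 µM PGE2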
Calpain2 inh: inhibitors of pig calpain II; AID 1236; purified calpain II, fluorogenic peptide substrate, 30 min; inhibition, % at 16 µM; 0.37% of 220,000 active;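 active = inhibition above about 50%, limit read from the data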
S1P4 agonist: activates the human S1P4 receptor; AID 1509; activation, % at 4.98 µM; 0.35% of 220,000 active; S1P4-expressing cell line, agonist reporter assay; O95977; in the data active = activation above about 11%;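 note: 0% = DMSO vehicle and 100% = reference agonist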
TRPN1 ag: activates the zebrafish TRPN1 channel. AID 1424. 0.18% of 220,000 active. HEK293 zebrafish TRPN1-YFP, Fluo-8 calcium fluorescence; 100% = response to 87 µM carbachol. activation, % at 3 µM;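 active = activation above its plate's cutoff, the mean activation of test wells on that plate plus 3 SD, cut at about 19% in these data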;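 note: 0% = DMSO alone and 100% = 87 µM carbachol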
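Material: zebrafish TRPN1-YFP in HEK293 cells; Doses: single test compound dose, 3 µM nominal, 0.3% DMSO; Timing: dye loading 1 h at 37 °C, then 30 min room temperature; Technique: intracellular calcium fluorescence with Fluo-8; Benchmarks: high carbachol 87 µM, low DMSO alone.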
Starred values were filed as active, the others as inactive; i = inactive; & = joins results of further samples.

SMILES	BaF3 tox	PERK inh	Ba/F3 V617F tox	TRPML3 ag	S1P4 antag	EP2 mod	Calpain2 inh	S1P4 agonist	TRPN1 ag
S=C1NCN(Cc2ccccc2)CN1C1CCCCC1	5.3	-0.3	-0.6	0.7	-9.1	18.8	-28.4	2.5	0.3
CCN1CCC(CNCc2cn(-c3ccc(OC)cc3)nc2-c2ccccc2Cl)C1 (stereo not given)	10.5	0.3	14.8	0.5	8.6	-16.7	-18.6	0.3	1.0
Cc1cc(SCCC(=O)O)nc2c(C)cccc12	5.0	0.5	1.5	1.0	-10.2	82.1*	2.2	0.4	0.8
CCCCCc1c(C)nc(N2CCOCC2)[nH]c1=O	-1.5	-1.5	1.2	1.2	-15.0	34.8	-2.4	1.0	0.6
Cc1ccccc1OCC(=O)Nc1ccc(Cc2ccncc2)cc1	3.2	0.2	-0.4	3.1	-21.3	-74.1	14.6	0.8	5.8
Cc1nn(-c2ccccc2)c(Cl)c1/C=C(\CC(=O)O)c1nc2ccccc2s1	0.9	0.7	-5.7	1.1	-15.9	-5.8	-9.1	0.1	-1.1
O=C(Cn1c(NCCCO)nc2ccccc21)c1ccco1	0.2	0.7	-0.7	0.1	-6.0	8.5	-6.3	3.2	-0.2
Cc1ccc(/C(=N\O)c2oc3c(C)c4oc(=O)cc(C)c4cc3c2C)cc1	3.1	-1.0	0.0	0.6	-24.8	9.0	-208.9	-0.7	-1.5
COc1cc(/C=N/NC(=O)CNc2n[nH]c(=O)[nH]c2=O)ccc1O	8.2	1.1	1.8	1.1	-15.5	23.2	3.3	3.9	0.9
O=C(C1CCCN(Cc2nc(-c3cccs3)no2)C1)N1CCOCC1 (stereo not given)	7.2	0.4	-1.5	0.8	-11.9	32.5	-50.7	0.1	1.3
Cc1ccc(OCc2nnc(SCC(=O)O)n2N)cc1	-3.1	0.5	-0.6	2.8	3.5	14.5	22.6	-0.2	0.6
Cc1ccc(/C=N/n2c(-c3ccc(Cl)cc3)n[nH]c2=S)o1	-2.1	1.1	-1.6	-0.7	10.3	21.1	-29.4	-1.8	-2.2
CCOc1ccc(C(=O)c2nc3c(n2O)CCCCC3)cc1	-0.3	0.8	-4.3	-0.3	-22.8	34.0	-5.0	-1.7	-1.4
CC(C)Cc1nc2sc3c(=O)[nH]cnc3c2c2c1CCC2	0.1	0.4	-3.4	0.4	-8.4	73.9*	-6.5	-0.2	0.8
O=C(NCCN1CCOCC1)[C@H](Cc1ccccc1)N1C(=O)c2ccccc2C1=O	2.2	0.3	-0.9	0.8	-0.9	1.8	-55.0	-0.1	0.1
CCn1c(CNC(=O)C23CC4CC(CC(C4)C2)C3)nnc1SC	3.5	0.5	0.5	-0.2	-3.1	25.6	-7.9	0.6	0.8
O=C(CN1N=C(c2ccc(Cl)cc2)CCC1=O)NCCN1CCc2ccccc2C1	5.6	-1.6	2.1	-0.3	-17.1	-96.1	18.9	-1.1	-2.2
c1coc(CNc2nc3nonc3nc2NCc2ccco2)c1	8.7	1.1	-0.1	1.8	-2.7	2.1	-20.0	-1.8	9.7
Cc1nn(-c2ccccc2)nc1C(=O)Nc1ccc2[nH]ncc2c1	-3.0	-0.8	1.9	-0.5	-0.7	-33.2	-26.6	1.8	-1.6
CCC1=NN2C(=N)/C(=C\c3cccn3-c3ccc(Br)cc3)C(=O)N=C2S1	7.3	-0.4	5.4	1.0	-7.1	-13.8	-0.5	-0.2	0.7
FC(F)Oc1ccccc1C1CC(c2ccc(Br)s2)Nc2ncnn21 (stereo not given)	2.7	0.0	-3.7	1.0	-15.7	-38.3	49.7	0.2	5.4
C=CCN(Cc1nc(-c2cc(OC)ccc2OC)oc1C)C1CCS(=O)(=O)C1 (stereo not given)	-3.0	0.9	-1.9	0.1	4.0	23.6	-71.0	0.9	-1.6
O=C(NC1CCCCCCC1)C1c2ccccc2C(=O)N1Cc1ccco1 (stereo not given)	7.6	-0.4	-1.4	-0.7	-2.7	19.5	8.5	-0.1	-0.5
NCCc1nnc(SCc2ccccc2)o1	2.5	1.1	-1.5	0.7	3.7	29.6	-0.3	3.2	1.0
CN(CC(=O)NNC(=O)c1cccnc1)S(=O)(=O)c1cc(Cl)ccc1Cl	8.9	0.9	6.0	-0.2	7.2	8.7	13.8	0.7	-0.5
CCCCOc1ccc(C(C)NC(=O)CCS(=O)(=O)Cc2ccc(Cl)cc2)cc1 (stereo not given)	2.6	-0.3	2.1	0.2	-12.3	18.6	23.0	-3.0	0.2
CC(C)(C)C(=O)/C(=C/c1ccncc1)n1cncn1	74.5*	0.1	90.9*	0.6	-6.4	14.5	-22.2	-2.2	1.4
Cc1ccc(-c2nc3ncccc3o2)cc1NC(=O)COc1ccccc1	-1.6	0.2	-3.7	0.4	16.7	4.0	-47.7	-2.8	-1.2
Cn1cc(Br)c(C(=O)NNC(=O)c2ccc(Br)cc2)n1	4.2	1.1	-1.6	0.7	-16.6	0.6	-2.9	2.4	0.9
CCOC(=O)CNC(=O)CSc1nc2cccnc2n1CC	1.3	0.5	0.6	0.8	0.7	2.2	2.2	0.9	0.6
COCCn1c(SCC(=O)N2CCCc3ccccc32)nnc1-c1ccoc1C	2.1	-0.4	-1.7	0.0	-19.6	7.3	-2.6	0.7	-1.5
CC(=O)Nc1cccc(OC(=O)COc2ccc(Br)cc2)c1	2.9	1.8	-0.8	1.2	0.8	36.5	-0.2	-0.8	-1.8
c1ccc2c(c1)NC(CN1CCOCC1)CO2 (stereo not given)	1.0	0.3	-4.6	-0.2	7.5	1.4	-4.1	-2.0	-0.9
COc1ccc2cc(C(=O)C3CCCN(Cc4ccccn4)C3)ccc2c1 (stereo not given)	2.2	-1.0	0.2	0.4	-9.3	-88.1	i	0.8	-0.4
Cc1nc2ncnn2c(C)c1CCC(=O)O	1.9	1.9	-2.9	0.7	-4.3	11.3	-6.7	3.1	-0.7
Cc1cccc(-c2cc3c(nn2)-c2ccccc2C3=O)c1	6.8	-0.6	2.5	0.5	8.8	-6.8	-11.0	0.5	0.2
COc1ccccc1/C=C1\SC(=S)N(CCC(=O)NC2=NCCS2)C1=O	10.6	0.1	4.8	0.2	-2.4	-38.4	11.6	-1.1	-0.2
CC(C)OCCCNC(=O)CN1C(=O)CC(C)(C)S(=O)(=O)c2ccccc21	2.1	0.2	-2.5	0.4	-9.7	17.3	-21.6	-1.9	1.3
CC1CCN(c2nc3ccccn3c(=O)c2C=O)CC1	7.9	0.2	-3.6	1.3	-13.7	16.4	-20.6	1.2	-1.1
CCC(=O)N1CCc2cc(S(=O)(=O)CCC(=O)Nc3cccc(F)c3)ccc21	6.8	-0.2	0.5	0.2	-16.9	-49.1	15.7	2.3	0.6

Just TRPML3 ag and PERK inh (3 entries from above):
structure,TRPML3 ag,PERK inh
COc1ccccc1/C=C1\SC(=S)N(CCC(=O)NC2=NCCS2)C1=O,0.2,0.1
Cc1cccc(-c2cc3c(nn2)-c2ccccc2C3=O)c1,0.5,-0.6
Cc1nc2ncnn2c(C)c1CCC(=O)O,0.7,1.9

The listing continues:
SMILES	BaF3 tox	PERK inh	Ba/F3 V617F tox	TRPML3 ag	S1P4 antag	EP2 mod	Calpain2 inh	S1P4 agonist	TRPN1 ag
CC(C)CNC(=O)c1cccc(NC(=O)Cc2ccc(Br)cc2)c1	5.3	-0.2	-0.3	0.0	-14.0	-0.6	-9.1	0.4	0.6
Cc1ccc(OCCNC(=O)Cn2cnc3c(=O)n(C)c(=O)n(C)c32)cc1C	2.3	-0.3	-1.2	0.1	-8.1	-15.5	-10.3	-1.7	0.1
C=CCOc1c(Br)cc(/C=N/NC(=O)Cc2ccc(C(F)(F)F)cc2[N+](=O)[O-])cc1OC	7.1	0.8	0.9	0.4	-9.6	6.2	18.4	1.4	0.8
Cc1ccc(OCCn2c(CCCO)nc3ccccc32)cc1	1.2	-1.6	-2.6	0.8	12.4	-2.9&-40.6	1.1	-0.7	-0.2
CC(=O)N1CCc2cc(S(=O)(=O)NC(CC(C)C)C(=O)Nc3ccc4c(c3)OCCO4)ccc21 (stereo not given)	10.3	-0.2	4.6	-0.6	-4.5	8.3	1.2	0.1	-0.4
Cc1ccc(NC(=O)Cn2c(=O)c(C)nc3ccccc32)cc1	8.2	1.0	2.5	0.9	-7.7	12.1	-23.6	0.2	0.0
COC(=O)c1ccc(Oc2c(Cl)cccc2[N+](=O)[O-])cc1	1.5	0.6	-0.9	-1.2	-18.9	3.8	13.2	2.3	-1.1
COc1ccc(OC)c(NC(=O)COC(=O)c2ccc(-n3cnnn3)cc2)c1	4.6	-0.8	0.6	1.2	12.5	-27.2	-5.4	-0.4	0.2
O=c1c2oc3ccccc3c2ncn1Cc1cccc(Cl)c1	-3.8	0.0	-1.8	0.3	-2.4	-27.4	-19.8	0.1	-0.6
COCCCNC(=O)CCn1c(=O)c2ccccc2n(CC(=O)NCCc2ccc(OC)c(OC)c2)c1=O	5.3	0.4	2.2	1.4	4.1	11.1	-17.4	1.6	1.7
CCN(CC)S(=O)(=O)N1CCC(C(=O)NC(C)CCc2ccccc2)CC1 (stereo not given)	2.3	-1.4	-3.5	-0.7	-5.8	16.7	-15.8	1.4	0.4
Cc1ccc(S(=O)(=O)NCC(=O)N2CCC(C)CC2)cc1	2.0	-0.5	-3.0	0.0	-9.1	6.6	-4.5	1.5	-0.2

Three compounds picked at random from the list so far:
SMILES	BaF3 tox	PERK inh	Ba/F3 V617F tox	TRPML3 ag	S1P4 antag	EP2 mod	Calpain2 inh	S1P4 agonist	TRPN1 ag
CC(=O)N1CCc2cc(S(=O)(=O)NC(CC(C)C)C(=O)Nc3ccc4c(c3)OCCO4)ccc21 (stereo not given)	10.3	-0.2	4.6	-0.6	-4.5	8.3	1.2	0.1	-0.4
CCN(CC)S(=O)(=O)N1CCC(C(=O)NC(C)CCc2ccccc2)CC1 (stereo not given)	2.3	-1.4	-3.5	-0.7	-5.8	16.7	-15.8	1.4	0.4
COc1ccc(OC)c(NC(=O)COC(=O)c2ccc(-n3cnnn3)cc2)c1	4.6	-0.8	0.6	1.2	12.5	-27.2	-5.4	-0.4	0.2
